# High-throughput results deposited in PubChem BioAssay by National Center for Advancing Translational Sciences (NCATS).
# CHX counter: counter-screen hit for Shiga toxin inhibitors, cycloheximide; max response, %; AID 2314; cell reporter, cycloheximide protein synthesis inhibition counterscreen; 300,000 tested, 12% active; in the data active = max response mostly above about 13%, no sharp cut-off; inactive = mostly below about 14%; also: read at 38.3 µM for the half of the compounds with a filed dose; 0% is about no effect
# Pf growth 96h: P. falciparum growth inhibition at 96 hours. P. falciparum luciferase reporter growth, 96 h. Potency, µM (titrated, usually from 28.7 µM), inactives show top-dose activity change, negative = inhibition, usual class: inhibitors. 320,000 tested, 6.9% active. AID 504834; also: potency is read from the fitted curve at half-maximal effect; % is scaled to controls: 0 for no effect and ±100 for the full control effect
#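 Readout is luminescence from an integrated firefly luciferase in P. falciparum. Red cells, 2% hematocrit and 0.05% parasitemia final, were cultured with compound through two parasite generations (96 hours) at 37 C, 5% CO2.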
# Pf growth 48h: P. falciparum growth inhibition at 48 hours (one generation). P. falciparum luciferase growth in erythrocytes, 48 h. Potency, µM (doses to about 28.7 µM), inactives show top-dose activity change, negative = inhibition, usual class: inhibitors. 310,000 tested, 5.9% active; also: potency is read from the fitted curve at half-maximal effect; % is scaled to controls: 0 for no effect and ±100 for the full control effect
#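 Parasite viability was followed by luminescence of a genomically integrated firefly luciferase. Cultures held 0.1% parasitemia at 2% hematocrit (final), incubated under 5% CO2 at 37 C.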
# Shiga inhibitor: blocks Shiga toxin action in Vero cells | 290,000 tested, 9.2% active | inhibition, % at 38.7 µM | Vero cells, Shiga toxin protein synthesis inhibition reporter; in the data active = inhibition mostly above about 28%, no sharp cut-off; inactive = mostly below about 43%; also: 0% is about no effect
# Giardia FBPA inh: blocks Giardia fructose-bisphosphate aldolase activity; A8B2U2; purified Giardia FBPA; Potency, µM (series often up to 59.6 µM), without a hit: top-dose activity, negative = inhibition, usual class: inhibitors; 290,000 tested, 0.71% active; AID 2451; also: potency is read from the fitted curve at half-maximal effect; % is scaled to controls: 0 for no effect and ±100 for the full control effect; nearly all actives have a fitted effect of over 55% in size
# Target sequence (A8B2U2 whole entry, looked up): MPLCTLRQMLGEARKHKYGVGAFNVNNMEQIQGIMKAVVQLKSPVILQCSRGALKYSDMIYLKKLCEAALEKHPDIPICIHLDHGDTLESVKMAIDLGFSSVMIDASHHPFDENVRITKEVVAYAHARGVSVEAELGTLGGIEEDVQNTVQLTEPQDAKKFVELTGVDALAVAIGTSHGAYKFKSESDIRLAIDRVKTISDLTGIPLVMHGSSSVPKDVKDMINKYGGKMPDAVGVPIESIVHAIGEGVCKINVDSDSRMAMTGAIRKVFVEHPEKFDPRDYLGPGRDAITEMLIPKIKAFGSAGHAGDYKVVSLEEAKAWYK
#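 Giardia FBPA (40 nM reagent) was preincubated 10 min at RT with compound (up to 57.5 uM final), then substrate plus GAPDH/TPI/NAD/arsenate coupling system with diaphorase/resazurin was added; resorufin fluorescence (525/598 nm) was read after 20 min.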
# HCV inhibitor: inhibitors of hepatitis C virus infection; Huh7.5.1 HCVcc-Cre infection, luciferase reporter, 44 h; 340,000 tested, 3.4% active; Potency, µM (titrated, usually from 41.8 µM), inactives show at the top dose activity change, negative = inhibition, hits mostly inhibitors; also: potency is read from the fitted curve at half-maximal effect; % is scaled to controls: 0 for no effect and ±100 for the full control effect
#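 Cells (1,000/well) were plated 4 h before compound, then infected with HCVcc-Cre virus (~0.5 moi). After 44 h further culture, infection was read as luciferase luminescence following a 15 min substrate incubation at room temperature.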
# Starred values were filed as active, the others as inactive; ? = inconclusive; nt = not tested or not shown; [ ] = remark or other dose. Unless noted, calls follow the shape of the dose curve; as a rule, active = well fitted curve in the direction sought with a large enough effect; inconclusive = small, poorly fitted or top-dose-only effect, or another doubt; inactive = no such curve, though single readings can be large; an effect the other way counts as inactive or inconclusive. This is a random part of the collection. About 24% of those tested had a hit in this group.
SMILES,CHX counter,Pf growth 96h,Pf growth 48h,Shiga inhibitor,Giardia FBPA inh,HCV inhibitor
CC(C)CCNC(=O)c1cc2c(=O)n3ccccc3nc2s1,20*,1%,43%[activator],41*,-1%,-15%
CC(C)(C)c1ccc(C(=O)c2c[nH]c(C(=O)NCc3ccco3)c2)cc1,-2,?,?,13,0%,-15%
O=C(NCC1CCCO1)c1ccccc1NS(=O)(=O)c1cccs1 (stereo not drawn),-4,?,-1%,-8,3%,6%
COc1ccc(/C=N/NC(=O)C(=O)N2CCCC2)cc1,36*,?,1%,67,0%,1%
O=C(COc1cccnc1[N+](=O)[O-])N1CCN(S(=O)(=O)c2ccc3ccccc3c2)CC1,0,0%,?,-11,1%,3%
S=C(NC1CC1)SCc1ccco1,nt,-27%,?,nt,nt,21%
Cc1cc(OCC(=O)c2ccc(Br)cc2)ccc1N1C(=O)CCC1=O,21,?,nt,39,13%,10%
O=C(O)CCCCNCc1ccccc1,-4,22%,nt,-1,-4%,2%
O=C(CCn1cccn1)N1CCCC(N2CCN(c3cccc(Cl)c3)CC2)C1 (stereo not drawn),8,65%[activator],-18%,8,nt,nt
Cc1cc(C=C2C(=O)c3ccccc3C2=O)c(C)n1-c1ccc(C(=O)O)cc1,8,88%[activator],31%[activator],10,?,8%
O=C(CN1CCN(c2ccc(O)cc2)CC1)N(C1CC1)C1CCS(=O)(=O)C1 (stereo not drawn),nt,?,?,nt,nt,13%
C(=N\Nc1ccc2nncn2n1)/c1ccco1,-3,19%,82%[activator],-2,-2%,9%
COc1ccc2c(c1)C(NC(C)=O)C(=O)N2CCc1ccccc1 (stereo not drawn),-6,-22%,-10%,0,-3%,15%
CCOC(=O)C1(Cc2ccccc2)CCN(Cc2cccn2-c2cccnc2)CC1,-2,?,?,-7,-2%,13%
O=[N+]([O-])c1ccc(Oc2cccc3cccnc23)c([N+](=O)[O-])c1,-2,13µM*,10µM*,-8,20µM*,-24%
COc1ccc(CC(C)NCCc2ccc(OC)c(OC)c2)cc1 (stereo not drawn),-1,5%,-95%,-13,-17%,-20%
O=C(Nc1ccccc1)c1cc(-c2ccccc2Cl)no1,47*,-21%,-54%,122*,-4%,5%
COC(=O)C1(O)CC(C(C)C)=NN1C(=O)c1ccccc1 (stereo not drawn),-2,19%,24%,2,9%,33%[activator]
CCN(CC(=O)Nc1c(F)cccc1F)C(=O)Cc1ccc2c(c1)CCC2,nt,15%,-26%,nt,nt,2%
COc1ccc(C(=O)Nc2ccc(S(=O)(=O)Nc3cc(C)nc(C)n3)cc2)cc1OC,-1,-6%,1%,-3,-1%,-1%
O=C(/C=C/c1cccc([N+](=O)[O-])c1)OCC1CCCO1 (stereo not drawn),11*,5%,0%,26*,6%,2%
COc1ccc(S(=O)(=O)NCCOc2ccc(Cl)cc2)cc1,nt,36%[activator],-7%,nt,nt,6%
N#Cc1ccccc1Sc1ccccc1C(=O)NCC(c1ccco1)N1CCCCC1 (stereo not drawn),nt,?,?,nt,nt,?
COc1ccc(/C=C(/NC(=O)c2ccccc2)C(=O)N2CCCCC2)cc1OC,4,?,?,14,nt,4%
CCc1ccccc1NC(=O)CNC(=O)CSC(=S)N1CCCC1,nt,?,?,nt,nt,-3%
O=C(Nc1ccccc1Cl)C1CC(=O)N(c2ccccc2)C1 (stereo not drawn),1,0%,?,6,7%,11%
Cc1cc2oc(C(=O)Nc3ccc(S(=O)(=O)Nc4ncccn4)cc3)c(C)c2cc1Cl,-2,?,-5%,-11,nt,3%
Fc1ccc(CSc2ncnc3sc4c(c23)CCCC4)cc1,1,-99%,?,-14,nt,11µM*
CC(=O)NCCNC(=O)[C@H](Cc1ccccc1)NC(=O)c1cccs1,-6,?,nt,-12,5%,9%
COc1ccc(N(CC(=O)NC2CCCCC2)C(=O)c2ccc(C)s2)c(OC)c1,-4,-25%,?,-22,-2%,-16%

# Single entries from the list:
# In Shiga inhibitor, O=C(Nc1ccccc1Cl)C1CC(=O)N(c2ccccc2)C1 (stereo not drawn) reads 6
# In Shiga inhibitor, Cc1cc(OCC(=O)c2ccc(Br)cc2)ccc1N1C(=O)CCC1=O reads 39
# In HCV inhibitor, O=C(CN1CCN(c2ccc(O)cc2)CC1)N(C1CC1)C1CCS(=O)(=O)C1 (stereo not drawn) reads 13%
# In HCV inhibitor, COc1ccc(/C=N/NC(=O)C(=O)N2CCCC2)cc1 reads 1%

# Next section
SMILES,CHX counter,Pf growth 96h,Pf growth 48h,Shiga inhibitor,Giardia FBPA inh,HCV inhibitor
COC(=O)c1c(C)oc2ccc(N(C(=O)c3ccncc3)S(=O)(=O)c3ccccc3)cc12,-4,48%[activator],15%,-13,-7%,?
COc1ccc(C(=O)CCN2CCN(c3ccccc3F)CC2)cc1,8,-10%,49%[activator],4,-11%,4%
COc1ccc(/C=N/n2c(SC)nnc(C(C)(C)C)c2=O)cc1OC,-4,-11%,nt,-8,2%,10%
COCCNC(=O)C(c1ccncc1)N(C(=O)c1sc(C)nc1C)c1cccc(C)c1 (stereo not drawn),13,-17%,32%[activator],27,2%,6%
CCOC(=O)C1CCN(C(=O)CN(c2ccc(OC)cc2)S(=O)(=O)c2c(C)noc2C)CC1,8,43%[activator],nt,3,7%,4%
CCCCN(C(=O)C1CC(=O)N(Cc2ccc(C)cc2)C1)c1c(N)n(CC(C)C)c(=O)[nH]c1=O (stereo not drawn),7,12%,5%,1,nt,2%
Cc1ccc(NC(=O)CN2C(=O)N/C(=C/c3ccc(C)o3)C2=O)cc1,0,96%[activator],35%[activator],38,?,-3%
COc1ccc(Cl)cc1S(=O)(=O)N(C)CC(=O)N1CCCC1,-2,5.9µM*,5%,-7,9%,12%
CCC(Sc1nc2ccsc2c(=O)n1Cc1ccc(C(=O)O)cc1)C(=O)Nc1ccc(C)c(Cl)c1 (stereo not drawn),0,?,?,-6,nt,-9%
COc1cccc(-n2c(SCc3c(C)noc3C)nnc2-c2cccc(S(=O)(=O)N(C)C)c2)c1,-2,?,12µM*,-16,13%,4%
CCOc1ccc(-n2c(N)c(C(=O)NCc3ccco3)c3nc4ccccc4nc32)cc1,-3,-60%,nt,-2,-4%,?
CCN(CC)S(=O)(=O)N1CCC(C(=O)NCc2ccc3c(c2)OCO3)CC1,-5,2.6µM*,-10%,-7,-5%,26%
Cc1nnc(C)n1/N=C/c1ccccc1,18,48%[activator],39%[activator],-15,3%,-9%
O=S(=O)(NCCc1ccccc1)c1ccc(Cl)nc1,-3,25%,4%,-5,0%,25%
COc1ccc(CC(=O)OCC(=O)N2CCCc3ccccc32)cc1OC,nt,3%,18%,nt,nt,10%

# Part of the list above, with values under each structure:
# Value order – CHX counter, Pf growth 96h, Pf growth 48h, Shiga inhibitor, Giardia FBPA inh, HCV inhibitor
CCN(CC)S(=O)(=O)N1CCC(C(=O)NCc2ccc3c(c2)OCO3)CC1
→ -5, 2.6µM*, -10%, -7, -5%, 26%
O=C(Nc1ccccc1Cl)C1CC(=O)N(c2ccccc2)C1 (stereo not drawn)
→ 1, 0%, ?, 6, 7%, 11%

# Carrying on.
SMILES,CHX counter,Pf growth 96h,Pf growth 48h,Shiga inhibitor,Giardia FBPA inh,HCV inhibitor
O=C(COc1ccccc1F)Nc1ccc2c(c1)OCCO2,56*,31%[activator],96%[activator],103*,0%,12%
CCCCCCC(C)n1cc(C(C)=O)c(=O)n(C)c1=O (stereo not drawn),7,?,-8%,-7,1%,9%
Cn1c(SCC(=O)NCc2cccs2)nnc1-c1ccncc1,-3,0%,5%,-3,8%,11%
O=C(CSCc1c(F)cccc1Cl)NCCSCc1ccco1,7,-15%,6%,4,-1%,4%
CCN(CC)c1cc(C)c2cc(NC(=O)c3ccccc3OC)ccc2n1,0,9.3µM*,?,8,2%,10µM*
O=C(COC(=O)COc1ccc(Br)cc1)Nc1ccc2c(c1)OCCO2,nt,2%,13%,nt,nt,2%
COc1ccc(OC)c(-c2c3c([nH]c(=S)c2C#N)CCCC3)c1,-7,-8%,-25%,6,-10%,-28%
O=C(Nc1nc(-c2ccccn2)cs1)c1cccc(S(=O)(=O)N2CCOCC2)c1,nt,?,1µM*,nt,nt,3.5µM*
CCC(C)[C@H](NC(=O)N1CCC(Cc2ccccc2)CC1)C(=O)O (stereo partly drawn),-4,22%,5%,-16,-10%,12%
CCCCOC(=O)CSC1=C(C#N)C(c2ccc3c(c2)OCO3)CC(=O)N1 (stereo not drawn),-5,12%,-4%,27,-15%,9%
O=C(COC(=O)C1CCN(c2ccc(C(F)(F)F)cn2)CC1)c1ccc(F)cc1,nt,18%,5%,nt,nt,1%
Cn1cncc1C#Cc1c(C=O)[nH]c2ccccc12,nt,5.2µM*,8.3µM*,nt,nt,-10%
CCC(Oc1ccccc1)C(=O)NCCCN1CCOCC1 (stereo not drawn),-2,2%,2%,-5,7%,17%
CC(=O)c1c(C)[nH]c(C(=O)Nc2ccc(C)cn2)c1C,21,2%,nt,-2,-1%,3%
CC1CN(C(=O)COC(=O)/C=C/c2ccc(C(F)(F)F)cc2)CC(C)O1 (stereo not drawn),nt,?,?,nt,nt,?
COc1ccc(/C=C2/SC(=S)N(CCC(=O)O)C2=O)cc1,-5,47%[activator],-13%,12,12%,nt
COc1ccc(CN(CCC(c2ccccc2)C2CCOC(C)(C)C2)C(C)=O)cc1 (stereo not drawn),-3,-1%,13µM*,-8,12%,-12%
CCc1ccc(NC(=S)Nc2ccc(S(=O)(=O)Nc3ncccn3)cc2)cc1,16,23%,9%,26,-2%,0%
Cc1ccc(S(=O)(=O)N2CCCCC2C(=O)O)s1 (stereo not drawn),-1,53%[activator],?,15,0%,20%
COc1ccc(C2=CC(c3ccc(OC)c(OC)c3)c3c(c4ccccc4oc3=O)O2)cc1OC (stereo not drawn),1,8.3µM*,2.6µM*,41,-6%,10µM*
C/C(=N\N1CCN(C)CC1)c1ccc(Cl)c(Cl)c1,6,19%,-29%,41,0%,-25%
C=CCN(C(=O)CCC(=O)Nc1cc(C)on1)C(C(=O)NC(C)(C)C)c1ccc(OC)cc1 (stereo not drawn),-1,1%,-10%,-15,1%,3%
Fc1cc(F)c2nc(N3CCCC3)sc2c1,29*,88%[activator],97%[activator],150*,0%,10%
O=C(Cc1ccccc1)NC(C(=O)O)C(O)c1ccc([N+](=O)[O-])cc1 (stereo not drawn),1,10µM*,23%,-1,2%,9%

# Reformatted as labelled records: part of the list above.
CCC(C)[C@H](NC(=O)N1CCC(Cc2ccccc2)CC1)C(=O)O (stereo partly drawn)
  CHX counter: -4
  Pf growth 96h: 22%
  Pf growth 48h: 5%
  Shiga inhibitor: -16
  Giardia FBPA inh: -10%
  HCV inhibitor: 12%

CCCCOC(=O)CSC1=C(C#N)C(c2ccc3c(c2)OCO3)CC(=O)N1 (stereo not drawn)
  CHX counter: -5
  Pf growth 96h: 12%
  Pf growth 48h: -4%
  Shiga inhibitor: 27
  Giardia FBPA inh: -15%
  HCV inhibitor: 9%

O=C(COC(=O)C1CCN(c2ccc(C(F)(F)F)cn2)CC1)c1ccc(F)cc1
  CHX counter: nt
  Pf growth 96h: 18%
  Pf growth 48h: 5%
  Shiga inhibitor: nt
  Giardia FBPA inh: nt
  HCV inhibitor: 1%
